ABCB6 inh 2: human ABCB6 transporter inhibition; K562-ABCB6 porphyrin accumulation, flow cytometry, 1 h; hits give low values; 360,000 compounds, 0.19% hits; AID 602162; Q9NP58; fluorescence ratio to DMSO, % at 10 µM;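 active = fluorescence ratio to DMSO below 75%, the collection mean minus 3 SD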;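 note: signal is porphyrin accumulated inside mitochondria; 100% equals median channel fluorescence of DMSO control wells; lower ratio means ABCB6 inhibition with less porphyrin fluorescence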
ABHD5 PLIN5 PPI: ABHD5-PLIN5 protein interaction inhibition | Q00G26+Q8WTS1 | Split G. princeps luciferase complementation, luminescence, 4 h | inhibition, % at 4 µM | 360,000 compounds, 0.78% hits | AID 602281;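 active = inhibition above the mean inhibition across every tested compound plus 3 SD, cut at about 22% in these data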;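 note: 0% = DMSO only wells and the 100% control is not disclosed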
Exocytosis inh: blocks lytic granule exocytosis. TALL-104 LAMP-1 surface exposure, flow cytometry; cells stimulated with thapsigargin and PMA. AID 651702. 360,000 compounds, 0.66% hits. inhibition, % at 10 µM;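 active = inhibition above about 55%, limit read from the data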
aDG glyco up: alpha-DG glycosylation activation. AID 624168. 360,000 compounds, 0.22% hits. Pro5-aDG cells, alpha-DG glycosylation AlphaScreen (IIH6); 0% Pro5, 100% B10-LARGE cell signal. activation, % at 10 µM;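 active = activation of at least 8% versus controls, or a plate z-score of at least 8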;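 note: Pro5 are CHO cells carrying HIG-tagged alpha-DG that lacks glycosylation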
N-glyco inh: blocks N-linked glycosylation in D54 reporter cells; D54 ERlucT glycosylation luciferase reporter, 24 h; percent of 100 nM tunicamycin response; reporter increase, % at 12.5 µM; 360,000 compounds, 0.23% hits;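 active = mean luciferase reporter signal, scaled so untreated is 0 and the glycosylation-blocking control 100, at or above a set limit in every replicate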;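 note: luciferase carries N-glycosylation sites so blocking glycosylation raises the light; 0% = median of neutral control wells and 100% = median of 100 nM tunicamycin wells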
m5-HT2A agonist: agonists of mouse serotonin 5-HT2A receptor (HTR2A). CHO-K1 mHTR2A beta-arrestin complementation, luminescence; percent of 30 µM serotonin response. 360,000 compounds, 0.66% hits. activation, % at 7.6 µM. P35363. AID 624169;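 active = activation above a run cutoff, the mean activation of all tested compounds plus 3 SD, cut at about 14% in these data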;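 note: 0% = plate median of compound wells and 100% = 30 µM serotonin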
Target sequence (P35363 whole entry, looked up): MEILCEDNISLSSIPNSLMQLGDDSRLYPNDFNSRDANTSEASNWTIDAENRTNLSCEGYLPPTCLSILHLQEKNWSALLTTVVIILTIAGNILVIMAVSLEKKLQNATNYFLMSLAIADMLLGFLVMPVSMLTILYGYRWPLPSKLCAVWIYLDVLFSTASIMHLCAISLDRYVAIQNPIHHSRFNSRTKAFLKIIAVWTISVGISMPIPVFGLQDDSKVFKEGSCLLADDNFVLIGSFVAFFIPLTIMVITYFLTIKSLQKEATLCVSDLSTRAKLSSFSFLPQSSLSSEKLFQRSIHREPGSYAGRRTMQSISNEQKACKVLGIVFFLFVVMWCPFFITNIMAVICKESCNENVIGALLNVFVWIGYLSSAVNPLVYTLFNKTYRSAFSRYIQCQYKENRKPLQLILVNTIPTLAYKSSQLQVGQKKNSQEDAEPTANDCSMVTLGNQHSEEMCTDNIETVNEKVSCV
hiPSC survival: enhancers of human iPSC single-cell survival. hiPSC single-cell survival, ATPlite luminescence; 100% = ROCK inhibitor wells, 0% = DMSO. survival enhancement, % at 20 µM. 360,000 compounds, 0.044% hits; in the data active = survival enhancement above about 18%;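 note: cells exposed to compounds for 16 hours before the ATP read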
H9c2 protect: myocardial damage modulation in H9c2 cells. 360,000 compounds, 0.63% hits. protection from H2O2 cell death, % at 20 µM. H9c2 cardiomyocytes, H2O2 injury protection, ATPLite, 2 h. AID 588492;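 active = compounds giving at least 50% protection of heart cells from peroxide-induced death in the single-dose screen, raw or plate-pattern-corrected value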;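 note: 0% = DMSO wells with peroxide and 100% = DMSO wells without peroxide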
MC4R antag cAMP: blocks human MC4R cAMP signaling; MC4R-expressing cells, MTII-stimulated cAMP, LANCE TR-FRET; 360,000 compounds, 0.48% hits; P32245; AID 540295; inhibition, % at 6.5 µM;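 active = inhibition above its plate's cutoff, the mean of tested wells on that plate plus 3 SD, cut at about 29% in these data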;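 note: 0% = Melanotan II alone and 100% = Melanotan II plus saturating MCL0020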
Target sequence (P32245 whole entry, looked up): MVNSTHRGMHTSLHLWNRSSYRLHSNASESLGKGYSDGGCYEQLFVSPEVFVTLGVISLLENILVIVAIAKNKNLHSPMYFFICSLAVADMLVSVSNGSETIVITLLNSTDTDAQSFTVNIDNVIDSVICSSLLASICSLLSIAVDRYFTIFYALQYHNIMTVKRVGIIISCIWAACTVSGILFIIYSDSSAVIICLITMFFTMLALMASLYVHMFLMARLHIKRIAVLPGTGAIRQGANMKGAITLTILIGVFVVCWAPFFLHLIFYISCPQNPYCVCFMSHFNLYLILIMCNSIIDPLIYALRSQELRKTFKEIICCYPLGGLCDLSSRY
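Material: U2OS-MC4R stable cell line | Reagent: Melanotan II challenge after compound preincubation | Doses: One concentration, 6.5 µM nominal | Incubation: 30-min compound preincubation, 1-h Melanotan II challenge, 1-h detection, room temperature | Signal: TR-FRET cAMP assay | Replicates: One well per compound, no replicates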
MC4R barr agon: agonists of human melanocortin 4 receptor (MC4R) beta-arrestin | AID 540308 | 360,000 compounds, 0.98% hits | P32245 | U2OS MC4R beta-arrestin complementation, luminescence; percent of melanotan II response, DMSO zero | activation, % at 8.9 µM;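 active = activation above a per-plate cutoff, the mean activation of sample wells on that plate plus 3 SD, cut at about 8% in these data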
Numbers without * were called inactive; x = not tested or not shown.

SMILES	ABCB6 inh 2	ABHD5 PLIN5 PPI	Exocytosis inh	aDG glyco up	N-glyco inh	m5-HT2A agonist	hiPSC survival	H9c2 protect	MC4R antag cAMP	MC4R barr agon
COC(=O)c1cccc(NC(=O)/C=C/c2ccc3c(c2)OCO3)c1	97	2	0	0.8	-3	2	-3.4	-9	8	-1.4
CCOCCNC(=O)c1ccccc1C(=O)NCCOCC	99	12	2	0.2	0	0	-1.9	-2	-6	3.8
COc1ccc(-c2noc(CN3CCN(c4ccccc4F)CC3)n2)cc1OC	90	6	-1	0.4	0	-8	-1.0	-6	-6	-0.7
CS(=O)(=O)N(CC(=O)NCCc1ccccc1)C1CCCCC1	105	-5	-4	-0.1	-1	-2	-0.7	-2	13	-0.5
Cc1c(NC(=S)NC(=O)CCc2ccccc2)c(=O)n(-c2ccccc2)n1C	102	1	1	-0.3	1	0	-0.1	-3	9	-0.8
O=C(Nc1cc2c(cc1Cl)-c1ccc([N+](=O)[O-])cc1C2=NO)C(F)(F)F	165	-13	-4	-0.1	2	-1	1.1	-18	10	7.5
O=C(CNc1cc(S(=O)(=O)N2CCOCC2)ccc1N1CCOCC1)Nc1cccc(C(F)(F)F)c1	95	-4	10	-0.5	0	-5	-2.4	-5	-3	-0.3
O=c1c2ccccc2nc2n1C(CSCc1ccccc1)CS2 (stereo not drawn)	90	1	-1	2.0	-2	7	1.5	-28	7	-0.7
CCN(CC)S(=O)(=O)c1cc(C(=O)OCC(=O)Nc2cccc(C)c2C)ccc1F	93	12	-13	0.6	1	-2	-1.5	1	-1	1.7
CCC(=O)Nc1c(C(=O)Nc2cccc(OC)c2)oc2ccccc12	96	-3	0	0.2	1	-6	0.6	3	0	-1.2
O=C(Nc1cccc(F)c1)NC1(C(=O)NCC2CCCO2)CCCCC1 (stereo not drawn)	101	-5	-2	-0.2	0	2	-0.6	-5	7	-0.8
Cc1ccc(S(=O)(=O)CNC(=S)c2cccc(Cl)c2)cc1	97	-1	0	0.3	1	4	-0.4	-1	7	4.4
NC(=O)c1cccc(-c2coc3c(C(=O)NCc4cccnc4)cccc23)c1	96	-1	-5	0.0	1	-1	0.4	0	-6	-2.8
O=C(/C=C/c1ccc2c(c1)OCCO2)c1ccc(O)cc1	97	9	-5	0.2	-9	-5	-0.7	-16	-16	-3.2
COc1ccc(NS(=O)(=O)c2cc(NC(=O)c3ccc(F)cc3)ccc2OC)cc1	102	3	-3	0.0	-5	0	-0.5	11	1	-0.9
O=C(CSc1nc2ccccc2s1)N1CCN(C(=O)c2ccco2)CC1	78	0	1	-0.1	-3	-4	-1.0	13	2	-0.8
COc1ccc(CCNC(=O)c2nnn(CC(=O)Nc3cccc(F)c3)c2N)cc1OC	100	3	-6	0.2	-1	3	1.1	-3	-1	-0.3
CCOC(=O)CC1COCCN1C(=O)c1cc(COc2ccc(F)c(F)c2)on1 (stereo not drawn)	98	4	-4	0.0	-1	-3	-0.4	-4	-2	-1.4
CC(C)c1ccc(Nc2nc(NCc3ccco3)nc(N3CCOCC3)n2)cc1	98	-20	-2	0.2	-3	-7	-0.1	-14	1	3.0
Cc1ccc(S(=O)(=O)c2nc(S(C)(=O)=O)sc2N2CCC(C(N)=O)CC2)cc1	97	2	1	-0.4	-3	-7	0.2	2	6	-1.1
Nc1nnnn1/N=C/c1cc(Br)ccc1O	93	-4	28	0.0	0	-9	-0.4	2	5	-2.4
O=C(CSc1nnc(-c2ccncc2)n1-c1ccc(F)cc1)NNC(=O)c1cccc(O)c1	99	4	-1	-0.2	1	8	0.7	4	0	-2.0
OC(COCC(F)(F)C(F)(F)C(F)(F)C(F)F)Cn1c2ccccc2c2ccccc21 (stereo not drawn)	97	-6	1	3.8	-5	0	2.4	-6	3	1.9
CCn1c(SCC(=O)N2CCc3ccccc32)nc2c(c1=O)SC(C)C2 (stereo not drawn)	96	2	0	0.1	3	6	4.2	24	2	1.1
C=Cc1ccc(Cn2nc(-c3ccc(C)cc3)ccc2=O)cc1	94	-3	-10	0.3	0	0	-0.3	-21	4	-0.4
Remaining list, next part
SMILES	ABCB6 inh 2	ABHD5 PLIN5 PPI	Exocytosis inh	aDG glyco up	N-glyco inh	m5-HT2A agonist	hiPSC survival	H9c2 protect	MC4R antag cAMP	MC4R barr agon
O=C(NNc1ccccc1C(F)(F)F)c1sccc1Br	101	-1	-1	0.1	1	-2	-0.5	-2	-6	-1.3
COc1ccc(CCNC(=O)CSc2ccc3ccccc3c2)cc1OC	101	-2	2	-0.1	0	-5	-2.0	-3	11	0.7
O=c1ccn([C@@H]2O[C@H](CNCc3c(OCc4ccccc4F)ccc4ccccc34)[C@@H](O)[C@H]2O)c(=O)[nH]1	97	-2	6	-0.2	-1	-4	2.2	12	x	x
CC1CC(C)(C)CC2(C1)NC(=O)N(CC(=O)NCC(c1ccco1)N1CCCCC1)C2=O (stereo not drawn)	90	-3	0	-0.1	0	4	-2.2	9	4	-1.4
O=C(COC(=O)c1ccc(F)cc1F)Nc1cccnc1Cl	98	6	0	0.0	1	-1	1.0	-2	11	-1.3
CC1CCN(S(=O)(=O)c2ccc(S(=O)(=O)NCC(=O)C(C)(C)C)cc2)CC1	98	4	2	-0.1	-1	1	-0.6	4	8	1.8
N=C(N)c1ccc(/C=C/c2ccc(C(=N)N)cc2O)cc1	105	-2	-5	-0.1	1	-1	1.6	6	-28	-0.1
O=C(CSc1nnc(Cc2ccsc2)o1)c1ccccc1	93	-4	-10	-0.3	1	-5	-0.7	6	5	0.4
COc1cccc(C(C)=C2SC(=S)NC2=O)c1	101	-5	-6	0.4	0	-1	0.4	1	7	-1.8
COc1ccc(-c2ccc(OC)c([C@H]3[C@H]4C=CC[C@@H](C)[C@@H]4C(=O)N3Cc3ccccc3)c2)cc1C	94	-11	-6	0.7	-5	-1	-0.2	-20	2	-0.6
Cc1cc(C(=O)NC(C)Cc2ccccc2)cc(C)c1[N+](=O)[O-] (stereo not drawn)	91	-1	-2	0.7	-1	1	-0.7	-7	9	2.2
Cc1[nH]c2ccccc2c1C(C[N+](=O)[O-])c1cccs1 (stereo not drawn)	87	-3	0	-0.2	-4	-1	-0.9	-2	7	-1.4
Cc1noc(C)c1C(=O)Nc1ccccc1C(=O)NCCc1ccccc1	99	2	17	-0.1	-3	2	-0.3	-2	12	0.3
CC(C)(C)OC(=O)C[C@@H]1C/C=C\C[C@@H](CC(=O)NCCO)C(=O)N2CCC[C@H]2COC1=O	101	2	14	-0.2	5	-1	-0.8	-2	0	-2.1
C=C(Cl)COc1ccc2c(CCC)cc(=O)oc2c1	101	-11	-3	0.0	-2	2	1.6	0	-2	-1.4
OCCNc1nc(-c2cccnc2)nc2ccccc12	94	6	1	-0.1	1	-4	-0.4	5	2	0.4
CCOc1c(Nc2ccccc2O)c(=O)c1=O	92	3	0	-0.1	2	3	0.7	7	-7	-0.5
CSc1ccccc1OCc1cc(C(=O)NC2CCOC(C)(C)C2)no1 (stereo not drawn)	104	-1	-5	-0.1	-1	-2	-0.3	1	4	-0.2
Cc1ccc2c(c1)C=CC(C)(C)S2=O (stereo not drawn)	101	-6	-1	-0.2	1	4	-0.6	-1	-1	-1.9
CCOCCCNC(=O)c1cc2cc3cc(OC)ccc3nc2o1	101	-1	-1	0.3	1	-1	-0.4	-2	-9	-2.1
CCC(C)NC(=O)C1CCCN(S(=O)(=O)c2ccc3c(c2)CC(C)N3C(=O)C2CC2)C1 (stereo not drawn)	99	-2	-5	0.1	2	-1	-1.0	2	6	1.3
COc1ccc(NC(=S)N(CCO)Cc2cc3c(C)cc(C)cc3[nH]c2=O)cc1	105	5	2	0.0	5	-2	0.2	7	9	-1.2
Cc1c(-c2ccc(F)cc2)nc(N)c(C#N)c1-c1ccco1	102	-1	-1	3.0	2	-1	-1.4	11	3	15*
Cn1c(=O)cc(OCCCC(=O)N2CCN(Cc3ccc4c(c3)OCO4)CC2)c2ccccc21	101	4	3	0.0	6	7	5.3	4	4	2.4
NC(=O)c1cc(NC(=O)c2cc(Br)c(Br)s2)cc(C(N)=O)c1	98	3	-8	0.0	5	-4	-0.6	28	16	-2.5
The results go on.
SMILES	ABCB6 inh 2	ABHD5 PLIN5 PPI	Exocytosis inh	aDG glyco up	N-glyco inh	m5-HT2A agonist	hiPSC survival	H9c2 protect	MC4R antag cAMP	MC4R barr agon
COc1ccc(S(=O)(=O)CCC(=O)Nc2ccc(OC)cc2OC)cc1	106	1	-2	-0.1	0	4	-0.6	8	3	1.1
CC(OC(=O)c1cccnc1Cl)C(=O)NCc1ccccc1 (stereo not drawn)	102	-6	-7	0.0	1	14	-0.4	9	7	-0.1
CCCC(=O)N1CCCC1(C)C(=O)Nc1ccc(C)c(C)c1 (stereo not drawn)	93	-4	4	0.2	1	-2	-1.0	-4	4	-2.0
NC(=O)Cc1nc(-c2ccccc2)cs1	99	-2	-2	-0.1	3	3	1.8	0	9	-1.0
CC1CCCN(C(=O)CN2C(=O)C(C)Oc3ccccc32)C1 (stereo not drawn)	97	3	-12	0.1	-2	-2	0.8	7	4	0.0
CC(N=C1NS(=O)(=O)c2ccccc21)C(=O)NCc1ccc2c(c1)OCO2 (stereo not drawn)	91	-3	1	0.1	4	-3	-1.1	-5	2	-0.1
O=C(Cn1c(=O)oc2cc(S(=O)(=O)NCc3ccccc3)ccc21)NCc1ccco1	97	6	-1	-0.3	-4	-1	0.9	-5	-2	-0.9
CSc1nc2ncncc2[nH]1	102	-5	6	0.6	-1	-1	9.7	-1	2	-0.1
CC(C)C1Nc2ccc(C(=O)NCCCN3CCOCC3)cc2NC1=O (stereo not drawn)	99	-1	-8	0.0	1	1	2.3	6	-1	-0.8
COc1ccc(OC)c(-c2cc(C(=O)NCc3ccco3)no2)c1	94	8	0	-0.2	-2	-3	0.4	3	-4	-0.8
Cc1cc(C#N)c(C)n1-c1cc(S(=O)(=O)N2CCOCC2)ccc1N1CCCC1	148	-9	0	-0.2	-1	1	-4.5	-6	2	-1.7
O=C(c1ccccc1)c1ccc(C(=O)N2CCN(c3ccccc3O)CC2)cc1	100	1	6	-0.3	-1	1	1.3	5	6	2.0
COc1ccc(NC(=O)Nc2ccc(OCc3ccccc3)cc2)cn1	98	-11	6	0.5	-2	1	-0.8	-7	17	0.3
CCCCn1nnnc1C(c1cc2ccccc2o1)N1CCOCC1 (stereo not drawn)	102	-7	5	0.4	x	0	1.1	x	x	x
CN1C(=O)N(c2ccc(Cl)cc2)C(C)(O)CC1(C)C (stereo not drawn)	96	8	7	0.2	0	-4	0.0	8	5	-0.9
COc1ccc(NC(=O)c2cccnc2Nc2ccc(OC)cc2)cc1	110	4	-2	-0.5	-2	0	1.2	10	-6	1.1
CC(=O)Nc1ccc(S(=O)(=O)Nc2ccccc2N2CCOCC2)cc1	95	1	3	-0.1	1	4	1.1	-4	-7	-1.8
